Source: PubChem
Tb PFK block = inhibitors of T. brucei phosphofructokinase; O15648; Potency, µM (top dose mostly 57.5 µM), without a hit: at the highest dose activity, negative = inhibition, most hits filed as inhibitors; hit rate 0.17% among 330,000; T. brucei PFK, ADP-Glo luminescence; AID 485367;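 note: potency is the fitted concentration of half-maximal effect; 0% = uninhibited 1x PFK enzyme wells and -100% = no-enzyme wells; nearly all actives have a fitted effect of over 60% in size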
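ADP-Glo luminescence quantified ADP after 45 min at room temperature, with 1.25 nM T. brucei PFK, 0.1 mM ATP and 0.5 mM fructose-6-phosphate in pH 8.0 TEA buffer. qHTS titrations up to 57 µM; curves classified by quality.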
B2AR arrestin = agonists driving beta-arrestin recruitment to human beta2-adrenergic receptor | P07550 | beta-arrestin recruitment to beta2AR, cell-based reporter | Potency, µM (top dose mostly 46.1 µM), without a hit: at the top dose activation, hits mostly activators | hit rate 0.02% among 330,000;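 note: potency is the fitted concentration of half-maximal effect; 0% = DMSO controls and full agonism = EC100 isoproterenol or metaproterenol; nearly all actives have a fitted effect of over 65% in size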
Target sequence (P07550 whole entry, looked up): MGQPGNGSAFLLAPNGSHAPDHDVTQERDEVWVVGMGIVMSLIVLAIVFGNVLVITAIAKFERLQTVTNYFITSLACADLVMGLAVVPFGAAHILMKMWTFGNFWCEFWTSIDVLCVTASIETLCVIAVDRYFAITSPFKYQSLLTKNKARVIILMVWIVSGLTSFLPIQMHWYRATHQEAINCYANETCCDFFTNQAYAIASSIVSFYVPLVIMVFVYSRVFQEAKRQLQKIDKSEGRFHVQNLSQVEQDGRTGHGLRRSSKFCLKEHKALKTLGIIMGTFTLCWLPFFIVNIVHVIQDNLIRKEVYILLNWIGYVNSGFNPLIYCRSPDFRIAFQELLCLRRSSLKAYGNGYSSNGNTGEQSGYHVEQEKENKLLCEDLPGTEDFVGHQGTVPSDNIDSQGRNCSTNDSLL
TCR activator = T cell receptor activation | primary human leukocytes, anti-CD3, IL-2 HTRF, 48 h | Potency, µM (doses to about 9.22 µM), for the others: at the top dose activation of IL-2 secretion, most hits filed as activators | 330,000 tested, under 10 active; note: % of control where 0% means no effect
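Readout: HTRF IL-2, Eu-cryptate/d2 antibody pair, 320nm excitation, 665nm emission. Stimulus: a-CD3 beads, no co-stimulation. Cells: primary human leukocytes. Exposure: 48 hr with compound.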
uPA surface inh = cell surface uPA generation inhibition. cell surface uPA generation assay, qHTS. Potency, µM (titrated, usually from 38.3 µM), without a hit: at the highest dose activity change, negative = inhibition, usual class: inhibitors. hit rate 0.31% among 330,000. AID 540303; active = well fitted inhibition curve with a large enough effect; inconclusive = small, poorly fitted or top-dose-only effect; inactive = no such curve, though single readings can be large or run the other way; tested in mouse RAW 264.7 cells; note: potency is the fitted concentration of half-maximal effect; % is set by controls: 0 for no effect and ±100 for the full control effect; nearly all actives have a fitted effect of over 55% in size
ELG1 DNA repair = blocks ELG1-dependent DNA repair in HEK293T cells. HEK293T ELG1-luciferase reporter, luminescence, 16 h; DNA damage induced by 5-fluorouridine. hit rate 2.3% among 330,000. AID 504467. Potency, µM (series often up to 46.1 µM), inactives show top-dose activity change, negative = inhibition, hits mostly inhibitors; note: potency is the fitted concentration of half-maximal effect; % is set by controls: 0 for no effect and ±100 for the full control effect; nearly all actives have a fitted effect of over 55% in size
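Overnight (16 hr) co-exposure of 2,000 cells/well to 5-fluorouridine and compound at 37 °C preceded detection. Luciferase was quantified via ONE-Glo luminescence; loss of signal denotes inhibition.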
Eya2 phos inh = blocks the phosphatase activity of human Eya2; hit rate 0.006% among 330,000; O00167; Potency, µM (doses to about 76.9 µM), for the others: top-dose activity, negative = inhibition, usual class: inhibitors; recombinant Eya2, OMFP fluorescence dephosphorylation (OMFP is methylfluorescein phosphate); note: potency is the fitted concentration of half-maximal effect; % is set by controls: 0 for no effect and ±100 for the full control effect
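Eya2 protein (added as 0.2 uM solution) was preincubated with compound for 10 min at ambient temperature in 50 mM HEPES pH 7.5, 50 mM NaCl, 5 uM MgCl2, 0.05% BSA, 1 mM DTT. OMFP (added at 50 uM) then reacted 10 min; fluorescence read at 485/525 nm.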
USP2a block = USP2a (human) protease inhibition; USP2 core, Ub-CHOP2 coupled fluorogenic reporter, 485/531; Potency, µM (highest dose often 38.3 µM), without a hit: at the top dose activity change, negative = inhibition, hits mostly inhibitors; hit rate 0.01% among 330,000; AID 463254;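 note: potency is the fitted concentration of half-maximal effect; plate controls were DMSO wells for no effect and full inhibition by NEM control for full effect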
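Deubiquitinase activity read as fluorescence (485/531 nm) after Ub-CHOP2 cleavage activates the enterokinase reporter on its substrate; USP2 core 10nM, Ub-CHOP2 and substrate 25nM each, 30min compound preincubation then 60min RT; data normalized to NEM, curves fitted.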
BCR signal inh = chronic active BCR signaling inhibition; Potency, µM (top dose mostly 46.1 µM), for the others: at the highest dose ratio change, negative = lower green/red ratio, hits mostly inhibitors; AID 493014; ABC-DLBCL IkBa-CBG/CBR reporter, luminescence ratio, 4 h; hit rate 0.05% among 340,000; active = well fitted inhibition curve with a large enough effect in the signal ratio, with a control signal flat, not every such curve was filed as active; inconclusive = small, poorly fitted or top-dose-only effect, or effect the other way, or a change in a side signal; the % refers to the signal ratio;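 note: potency is the fitted concentration of half-maximal effect; plate controls were basal doxycycline-induced cells for no effect and cells given 10 µM MG132 for full effect; MG132 reads +100%, hits lower the ratio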
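Compounds up to 46 uM were incubated four hours with TMD8 cells whose green CBG68 luciferase is fused to IkappaBalpha; red CBR luminescence normalised the signal, and concentration-effect curves were fitted to fusion, red and ratio data.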
TSG101-PTAP inh = blocks PTAP/TSG101 interaction to inhibit HIV-1 budding; Q99816; Fluorescence polarization, FITC-PTAP peptide / Tsg101 binding; Potency, µM (doses to about 115 µM), without a hit: at the highest dose activity change, negative = inhibition, actives largely listed as inhibitors; 340,000 tested, under 10 active; active = well fitted inhibition curve with a large enough effect in the main read-out, with a control signal flat, not every such curve was filed as active; inconclusive = small, poorly fitted or top-dose-only effect, or effect the other way, or a change in a side signal; inactive = no such curve, though single readings can be large or run the other way; note: potency is the fitted concentration of half-maximal effect; % of control where 0% means no effect
Target sequence (Q99816 whole entry, looked up): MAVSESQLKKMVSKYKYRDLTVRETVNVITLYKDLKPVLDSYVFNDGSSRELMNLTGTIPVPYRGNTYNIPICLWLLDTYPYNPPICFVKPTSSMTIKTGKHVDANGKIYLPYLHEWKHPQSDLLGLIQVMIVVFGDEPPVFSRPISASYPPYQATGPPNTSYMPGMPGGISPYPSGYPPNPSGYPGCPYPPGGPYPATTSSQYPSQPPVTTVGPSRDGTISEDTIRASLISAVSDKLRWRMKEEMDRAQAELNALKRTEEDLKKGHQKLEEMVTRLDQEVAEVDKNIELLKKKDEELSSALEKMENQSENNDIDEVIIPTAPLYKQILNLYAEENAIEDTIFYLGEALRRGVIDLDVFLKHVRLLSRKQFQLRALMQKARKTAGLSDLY
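Steps: Tsg101 binding domain dispensed (10 uM final), compounds pinned in DMSO, FITC-labeled PTAP-motif peptide added (50 nM final); after 20 min binding at room temperature, polarization measured.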
Mito fusion yeast = inhibitors of mitochondrial division or activators of mitochondrial fusion; hit rate 0.23% among 320,000; S. cerevisiae fusion-defective mutant growth rescue, CellTiterGlo 48 h; Potency, µM (top dose mostly 46.1 µM), for the others: at the highest dose growth rescue (activation), usual class: activators;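 note: potency is the fitted concentration of half-maximal effect; % of control where 0% means no effect; nearly all actives have a fitted effect of over 45% in size; temperature-sensitive fusion mutants such as fzo1-1 at 37 °C on non-fermentable ethanol glycerol medium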
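Yeast fusion mutant, YPEG (non-fermentable carbon), compound, 48 h at 37C non-permissive; CellTiterGlo added, 10 min RT, luminescence read. Rescued growth = division inhibition.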
TSHR antag = human thyrotropin receptor antagonism; activity change, negative = inhibition, % at 11.5 µM; TSHR-expressing cells, TSH-stimulated cAMP HTRF, 2 h; stronger effect = lower value; hit rate 0.2% among 330,000; AID 504810; P16473;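 active = activity change below a set negative limit, meaning inhibition stronger than a set level, cut at about -70% in these data; inconclusive = activity change between two set negative limits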; note: % is set by controls: 0 for no effect and ±100 for the full control effect
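Cell-based HTRF cAMP assay; TSHR cells + compound, TSH EC80 (4nM final), 2 h, 37 deg C. Lysis with anti-cAMP cryptate and cAMP-d2, 30 min RT, read 665/620 nm.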
An asterisk follows results filed as active; ? = inconclusive; nt = not tested or not shown; [ ] = another dose, or the depositor's remark. Unless noted, calls come from the whole dose curve; as a rule, active = well fitted curve in the direction sought with a large enough effect; inconclusive = small, poorly fitted or top-dose-only effect, or another doubt; inactive = no such curve, though single readings can be large; an effect the other way counts as inactive or inconclusive.

(1) CC(C(=O)NCC1(c2ccccc2)CCCC1)N1CCCC1 (configuration not stated)
(2) CC(C)c1nnc(NC(=O)c2cc3ccccc3o2)s1
(3) O=[N+]([O-])c1ccc2nc(-c3cccnc3)[nH]c2c1
(4) O=C(NCc1ccc2c(c1)OCO2)C1CCN(S(=O)(=O)c2ccc(Br)s2)CC1
(5) Cc1c(NC(=O)C(C)NCC2CCCO2)c(=O)n(-c2ccccc2)n1C (configuration not stated)
(6) COCCOC(=O)c1[nH]c2c(c1C)C(=O)C(C(=O)OC)C(C)C2 (configuration not stated)
(7) COc1ccccc1N(CC(=O)N1CCCCC1)S(=O)(=O)c1ccccc1
(8) COc1ccc(NC(=O)COC(=O)c2ccc(OCc3c(C)noc3C)cc2)cc1OC

compound no.,1,2,3,4,5,6,7,8
Tb PFK block,-6%,5%,-6%,-6%,-6%,-2%,-1%,-2%
B2AR arrestin,-0.1%,-0.1%,-0.4%,0.5%,0.0%,0.2%,0.3%,-0.8%
TCR activator,8%,-4%,5%,1%,3%,-1%,nt,0%
uPA surface inh,-6%,2%,-4%,21%,5%,?,-1%,-4%
ELG1 DNA repair,2%,?,22%,?,-1%,?,0%,7%
Eya2 phos inh,-7%,-14%,-14%,12%,1%,-25%,-2%,5%
USP2a block,1%,2%,-1%,0%,0%,0%,1%,-2%
BCR signal inh,-5%,?,9%,-25%,4%,8%,?,-7%
TSG101-PTAP inh,0%,-5%,-2%,-3%,-6%,-5%,-5%,-7%
Mito fusion yeast,-8%,16%,-2%,2%,0%,3%,3%,-4%
TSHR antag,14,-9,-3,-4,32,-6,-5,-3

(9) C[C@@H]1NC(=O)[C@H](CC(N)=O)NC(=O)c2cc([N+](=O)[O-])cc(I)c2OCC[C@@H](C(=O)NC(CC(=O)O)C(N)=O)NC1=O (some centres not stated)
(10) C=CCS(=O)(=O)N1CCCC(Cc2ccccc2C)(C(=O)OCC)C1 (configuration not stated)
(11) COc1cccc(CC(=O)Nc2nccs2)c1
(12) Cn1c(CNc2ccc(F)cc2)nc2ccccc21
(13) COC(=O)c1ccccc1NC(=O)CSc1nnc(-c2ccncc2)o1
(14) O=C(Nc1ccc(C(=O)NCCCN2CCN(c3ccccc3)CC2)cc1)C1=CSCCO1
(15) Cc1nn(C(C)C(=O)NCCCc2ccccc2)c(=O)c2cc3occc3n12 (configuration not stated)
(16) Cc1ccccc1S(=O)(=O)Cc1ccc(C(=O)NC2CCCCC2)o1

compound no.,9,10,11,12,13,14,15,16
Tb PFK block,-6%,-1%,5%,-10%,-6%,1%,3%,2%
B2AR arrestin,0.3%,-0.3%,-1.8%,-0.1%,-0.6%,-0.8%,0.5%,0.1%
TCR activator,-1%,nt,nt,7%,5%,-14%,7%,8%
uPA surface inh,17%,10%,nt,-6%,1%,-13%,-2%,-1%
ELG1 DNA repair,3%,2%,-8%,?,?,0%,-7%,1%
Eya2 phos inh,2%,-8%,-4%,0%,10%,-3%,13%,?
USP2a block,2%,0%,2%,0%,2%,1%,0%,5%
BCR signal inh,-1%,3%,3%,0%,4%,-16%,?,2%
TSG101-PTAP inh,nt,-3%,-6%,-4%,-6%,-2%,-7%,-2%
Mito fusion yeast,1%,-1%,1%,-7%,5%,-2%,2%,10%
TSHR antag,4,1,-3,9,10,1,0,-9

Arranged by the number under Eya2 phos inh (ascending): four of the compounds above.
# | SMILES | Tb PFK block | B2AR arrestin | TCR activator | uPA surface inh | Eya2 phos inh | TSG101-PTAP inh | Mito fusion yeast | TSHR antag
10 | C=CCS(=O)(=O)N1CCCC(Cc2ccccc2C)(C(=O)OCC)C1 (configuration not stated) | -1% | -0.3% | nt | 10% | -8% | -3% | -1% | 1
9 | C[C@@H]1NC(=O)[C@H](CC(N)=O)NC(=O)c2cc([N+](=O)[O-])cc(I)c2OCC[C@@H](C(=O)NC(CC(=O)O)C(N)=O)NC1=O (some centres not stated) | -6% | 0.3% | -1% | 17% | 2% | nt | 1% | 4
4 | O=C(NCc1ccc2c(c1)OCO2)C1CCN(S(=O)(=O)c2ccc(Br)s2)CC1 | -6% | 0.5% | 1% | 21% | 12% | -3% | 2% | -4
15 | Cc1nn(C(C)C(=O)NCCCc2ccccc2)c(=O)c2cc3occc3n12 (configuration not stated) | 3% | 0.5% | 7% | -2% | 13% | -7% | 2% | 0

Other records:
(17) Cc1ccc(C(=O)N/C(=C\c2cn(S(=O)(=O)N(C)C)c3ccccc23)C(=O)NCCCn2ccnc2)cc1
(18) Cc1ccc([C@@H]2CC=C(C(=O)O)[C@H](c3ccccc3)N2S(=O)(=O)c2ccc(C)cc2)cc1
(19) COc1ccc(CN2CCN(C(=O)c3cccc4ccccc34)CC2)cc1OC
(20) Cc1cc(NCCN2CCOCC2)n2nc(C)c(-c3ccc(Cl)cc3)c2n1
(21) O=C(O)C1C2CCCCC2=C2CCCCC2C1C(=O)O (configuration not stated)
(22) COc1ccc(NC(=O)c2c(NC(=O)CCC(=O)O)sc(-c3ccccc3)c2C)cc1
(23) Cn1cc(C[C@H](C(=O)O)N2C(=O)c3ccc(C(=O)O)cc3C2=O)c2ccccc21
(24) Cc1cc(C(C2C(=O)CC(C)(C)CC2=O)C2C(=O)CC(C)(C)CC2=O)cc(C)c1OC(F)F

compound no.,17,18,19,20,21,22,23,24
Tb PFK block,2%,-9%,-1%,7%,1%,-20%,-3%,1%
B2AR arrestin,-0.8%,-0.4%,-0.5%,-0.1%,-0.5%,-0.2%,-0.1%,-0.1%
TCR activator,-4%,7%,-7%,-2%,-1%,-4%,nt,7%
uPA surface inh,0%,2%,-19%,-6%,1%,1%,nt,-2%
ELG1 DNA repair,4%,20%,12µM*,-13%,-15%,-17%,nt,?
Eya2 phos inh,-8%,-13%,3%,-1%,1%,22%,14%,-1%
USP2a block,1%,-1%,-4%,1%,1%,10%,1%,2%
BCR signal inh,-1%,0%,-24%,7%,-3%,3%,-22%,7%
TSG101-PTAP inh,0%,-8%,-6%,-4%,-3%,-1%,nt,0%
Mito fusion yeast,-9%,-3%,-8%,22%,-6%,-1%,0%,-7%
TSHR antag,2,3,25,3,3,-12,-15,6

(25) O=C(C1CCN(S(=O)(=O)c2cccc3cccnc23)CC1)N1CCN(C2CCCC2)CC1
(26) O=C(c1ccc([N+](=O)[O-])cc1)N(Cc1ccccc1)c1ccccn1
(27) CN(C)S(=O)(=O)c1ccc(C(=O)OCC(=O)Nc2ccc(OC(F)F)cc2)cc1
(28) C=C(C)Cn1c(-c2ccc(OC)cc2)nc2ccccc21
(29) c1ccc2c(c1)CCCC2NC1=NCCC1 (configuration not stated)
(30) CC(C)OC(=O)/C(C#N)=C/c1ccc(-c2ccc(SC(F)F)cc2)o1
(31) CCC(C)NC(=O)c1ccccc1NC(=O)COc1ccc(OC)cc1 (configuration not stated)
(32) CC1CCN(Cc2c(C(=O)N/N=C/c3cc(Cl)ccc3O)nnn2-c2nonc2N)CC1

compound no.,25,26,27,28,29,30,31,32
Tb PFK block,-2%,-2%,0%,1%,3%,1%,4%,0%
B2AR arrestin,-2.1%,-0.3%,-0.3%,-0.6%,-1.6%,0.2%,-0.3%,-1.3%
TCR activator,nt,-2%,0%,4%,-3%,-4%[46.1 µM],5%,-2%
uPA surface inh,nt,2%,0%,-3%,4%,-1%,-3%,2%
ELG1 DNA repair,-2%,-2%,-3%,-4%,-13%,?,?,2.1µM*
Eya2 phos inh,-2%,-18%,-15%,1%,8%,2%,-7%,-5%
USP2a block,1%,0%,0%,0%,-2%,3%,-2%,3%
BCR signal inh,7%,14%,0%,?,-1%,2%,0%,-14%
TSG101-PTAP inh,nt,-1%,-5%,-2%,-3%,2%,-1%,4%
Mito fusion yeast,25%,-8%,8%,27%,5%,-1%,2%,3%
TSHR antag,-1,-11,-6,-9,-9,-25,-2,-100*

Single values from the entries so far:
`CC(C)OC(=O)/C(C#N)=C/c1ccc(-c2ccc(SC(F)F)cc2)o1` in TCR activator reads -4%[46.1 µM]
`CN(C)S(=O)(=O)c1ccc(C(=O)OCC(=O)Nc2ccc(OC(F)F)cc2)cc1` in ELG1 DNA repair reads -3%
